Compound activity: PubChem, The Scripps Research Institute Molecular Screening Center
ADAM17 inh: inhibitors of human ADAM17 | P78536 | recombinant ADAM17, EDANS/DABCYL FRET peptide cleavage | inhibition, % at 6.95 µM | 370,000 compounds, 0.83% hits;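 active = inhibition above the mean of compounds lying between control limits plus 3 SD, set per campaign, cut at about 8.5% in these data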;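 also: 0% = DMSO-only wells as the low control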
DDE Tn7 FP inh: disrupts Tn7 cyclic peptide binding to fibrin D-Dimer-E complex. AID 720508. FP displacement of FITC-Tn7 peptide from fibrin DD(E); 0% = median of compound wells per plate. 370,000 compounds, 0.13% hits. P02675. inhibition, % at 8.3 µM;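 active = inhibition above the mean of compounds falling within the control limits plus 3 SD of them, cut at about 14% in these data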;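 also: 0% = plate median of compound wells and 100% = 10 µM Aha-Tn7 peptide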
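Also added: labelled Tn7 tracer, 0.1 µM; Assay system: human fibrin DD(E) protein; Amount: 2 µM fibrin DD(E); Schedule: 10 min compound pre-incubation, 3 h probe incubation at room temperature; Repeats: one replicate per compound; Read-out basis: percent inhibition; Measured by: fluorescence polarization of the labelled Tn7 tracer.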
Tn6 DDE FP: disrupts Tn6 cyclic peptide binding to fibrin D-Dimer-E complex. Fibrin DD(E) TRITC-Tn6 fluorescence polarization displacement. inhibition, % at 8.3 µM. 370,000 compounds, 0.21% hits;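 active = inhibition above a per-campaign cutoff: mean of compounds within control limits plus 3 SD, cut at about 15% in these data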;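 also: 0% = median of all compound wells on the plate and 100% = blocking peptide control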
ASAP1 GAP inh: blocks human ASAP1-stimulated Arf1 GTP hydrolysis. GDP FP detection. inhibition, % at 16.5 µM. Q9ULH1. AID 624377. 360,000 compounds, 0.19% hits; in the data active = inhibition above about 25%;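 also: 0% = vehicle with enzyme and substrate and 100% = no enzyme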
SIAE inh: inhibitors of human sialic acid acetylesterase SIAE; SIAE FP-Rh probe binding, fluorescence polarization; inhibition, % at 9.66 µM; 370,000 compounds, 0.69% hits; AID 1053197;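 active = inhibition above a cutoff: mean of compounds within the control limits plus 3 SD of those, cut at about 17% in these data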;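 also: 0% = plate median of compound wells and 100% = probe without SIAE protein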
Target sequence (Q9HAT2 whole entry, looked up): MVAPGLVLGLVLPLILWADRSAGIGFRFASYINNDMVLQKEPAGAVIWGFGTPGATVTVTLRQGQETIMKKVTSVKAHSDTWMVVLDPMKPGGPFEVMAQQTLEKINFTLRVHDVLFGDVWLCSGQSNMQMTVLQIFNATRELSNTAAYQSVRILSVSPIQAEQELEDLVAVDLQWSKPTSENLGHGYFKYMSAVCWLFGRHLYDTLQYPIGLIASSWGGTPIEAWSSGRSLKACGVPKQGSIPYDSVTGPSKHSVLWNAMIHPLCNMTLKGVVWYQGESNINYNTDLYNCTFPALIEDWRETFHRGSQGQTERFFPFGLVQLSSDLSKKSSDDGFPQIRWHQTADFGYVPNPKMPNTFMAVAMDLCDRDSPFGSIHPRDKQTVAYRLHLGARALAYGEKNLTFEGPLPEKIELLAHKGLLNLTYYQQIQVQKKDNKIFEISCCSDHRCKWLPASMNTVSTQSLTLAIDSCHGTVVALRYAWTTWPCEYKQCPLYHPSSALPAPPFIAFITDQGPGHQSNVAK
ADAM10 inh: inhibits human ADAM10. recombinant ADAM10, EDANS/DABCYL FRET peptide cleavage, 3 h. inhibition, % at 7 µM. O14672. 370,000 compounds, 0.62% hits;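 active = inhibition above a per-campaign cutoff equal to the mean of compounds falling between control-based bounds plus 3 SD, cut at about 20% in these data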;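 also: 0% = DMSO wells while the 100% control is not disclosed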
TDP2 inh: TDP2 (human) inhibition, absorbance primary screen; 370,000 compounds, 0.34% hits; AID 720702; inhibition, % at 12.8 µM; recombinant TDP2, T5PNP hydrolysis, p-nitrophenol absorbance 415 nm;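 active = inhibition above the mean of all tested compounds plus 3 SD, set per campaign, cut at about 25% in these data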;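 also: 0% = DMSO with enzyme and 100% = buffer with substrate but no TDP2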
Target sequence (O95551 whole entry, looked up): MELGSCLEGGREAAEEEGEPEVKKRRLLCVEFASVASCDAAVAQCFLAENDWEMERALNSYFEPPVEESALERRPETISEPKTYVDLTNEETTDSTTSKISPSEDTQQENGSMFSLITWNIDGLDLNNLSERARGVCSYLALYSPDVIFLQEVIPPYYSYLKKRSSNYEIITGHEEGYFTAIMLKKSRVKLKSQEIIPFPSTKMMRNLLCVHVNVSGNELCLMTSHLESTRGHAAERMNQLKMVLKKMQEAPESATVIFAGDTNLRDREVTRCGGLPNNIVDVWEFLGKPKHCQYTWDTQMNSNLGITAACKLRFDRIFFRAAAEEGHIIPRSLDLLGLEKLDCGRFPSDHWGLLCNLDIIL
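Test system: Human TDP2 enzyme | Reagent: 5 mM T5PNP | Compound dosing: 12.8 µM single point, 1% DMSO | Incubation: Enzyme reaction with compound for 2 h at 37 °C | Technique: p-Nitrophenol epi absorbance | Read-out: % inhibition relative to enzyme-containing and enzyme-free wells | Benchmarks: High control without enzyme, low control DMSO plus TDP2 | Replicates: Singlicate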
PLCg1 inh: inhibitors of human phospholipase C gamma1. P19174. purified PLC-gamma1, fluorogenic substrate, fluorescence. inhibition, % at 12.2 µM. 370,000 compounds, 0.84% hits. AID 720700; in the data active = inhibition above about 9.5%
PLCb3 inh: PLC-beta3 (human) inhibition, primary screen. Q01970. Purified PLC-beta3, fluorogenic substrate, fluorescence. inhibition, % at 12.2 µM. 370,000 compounds, 0.18% hits; in the data active = inhibition above about 11%;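 also: 0% = median of compound wells on plate and 100% = full blocker control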
ARFGAP1 inh: inhibitors of rat ARFGAP1; AID 651572; Q62848; 360,000 compounds, 0.26% hits; inhibition, % at 16.5 µM; Arfgap1-stimulated ARF1 GTP hydrolysis, GDP FP detection;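 active = inhibition above a per-plate limit, mean inhibition of low control wells plus 3 SD, cut at about 25% in these data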;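 also: 0% = DMSO wells with enzyme and 100% = wells lacking Arfgap1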
Target sequence (Q62848 1-136 limits assumed): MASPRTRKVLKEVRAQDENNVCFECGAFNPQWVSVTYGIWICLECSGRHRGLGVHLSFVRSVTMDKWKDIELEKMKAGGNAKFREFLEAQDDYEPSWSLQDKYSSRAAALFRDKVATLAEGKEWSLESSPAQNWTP
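Replicates: Single well per compound | Assay system: Truncated rat Arfgap1 GAP domain | Control set: No-Arfgap1 wells (100%) versus DMSO full-reaction wells (0%) | Times: Enzyme reaction 120 min at 25 °C after 20 min preincubation | Reagent: Human ARF1(Δ1-17)-GTP substrate | Measured by: Tracer-displacement fluorescence polarization with EDTA stop, 620/688 nm | Measure: Percent inhibition of Arfgap1-stimulated GTP hydrolysis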
* = called active by the depositor; i = inactive; & = joins results of further samples.

SMILES	ADAM17 inh	DDE Tn7 FP inh	Tn6 DDE FP	ASAP1 GAP inh	SIAE inh	ADAM10 inh	TDP2 inh	PLCg1 inh	PLCb3 inh	ARFGAP1 inh
CN(Cc1cc(=O)n2ccsc2n1)Cc1nc2ccccc2c(=O)[nH]1	-9	2	3	-5	-8	-19	7	-6	-5	5
CC(=O)Nc1ccc(/C=N/NC(=O)c2cccc(S(=O)(=O)N3CCOCC3)c2)cc1	3	-6	-4	-1	-8	-5	-20	-32	-50	0
CCOC(=O)C1CCN(c2c(NCCCN(CC)c3ccccc3)c(=O)c2=O)CC1	-3	5	0	5	6	2	-3	0	2	-2
O=C(COc1ccc(Br)cc1)N1CCN(S(=O)(=O)/C=C/c2ccccc2)CC1	5	-5	-2	10	-1	9	-10	2	1	-10
Cc1ccc(NC(=O)c2cccc(OCc3c(C)noc3C)c2)cc1S(=O)(=O)Nc1ccccc1Cl	10*	-10	-6	4	-100	22*	3	1	-2	22
Nc1ncnc2c1ncn2CCNCCc1ccccc1	-2	1	-8	0	2	4	2	2	2	10
Cc1ccc(C(=O)NNC(=O)c2cccc(C)c2)cc1	-3	0	5	9	-7	-7	3	1	0	7
CN(C)c1ccc(-c2ccnc3c2CC(C)(C(=O)NCc2ccc(F)c(F)c2)O3)cc1 (stereo not drawn)	-272	8	-9	-1	9	i	8	-289	-416	-5
CC1(c2nc3ccccc3[nH]2)c2ccccc2C(=O)N1Cc1ccccn1 (stereo not drawn)	-1	-4	5	21	-7	1	-4	2	2	9
CCCn1c(N)c(Sc2ccccc2[N+](=O)[O-])c(=O)n(CCC)c1=O	-2	3	-1	-6	-7	7	-8	1	-4	12
CC(C)=CCN1CCN(Cc2cccn2-c2ccccn2)CC1CCO (stereo not drawn)	-4	-1	2	4	10	-9	-17	2	-12	3
CCN(CC)C(=O)c1cccc(-c2csc(C(C)(O)c3cccc(OC)c3)n2)c1 (stereo not drawn)	-1	-6	-2	-2	-6	3	-9	-2	1	4
COc1ccc(-c2nnc(N)s2)cc1OC	-16	-1	-4	4	-2	-49	2	-4	-8	0
O=C(Nc1ccccc1)c1sccc1Oc1ccc([N+](=O)[O-])cc1F	3	-11	-3	0	1	7	-8	1	1	0
CCOC(=O)Cc1c(C)nc2c(-c3cccc(Br)c3)c[nH]n2c1=O	-91	0	3	-13	7	-259	2	-107	-122	2
O=C(Cn1nnc(-c2ccncc2)n1)NCCc1ccccc1	-3	1	0	-1	4	-2	1	-1	-2	-5
O=C(O)C(Cc1cc(Cl)ccc1Cl)Sc1nc2ccccc2[nH]1 (stereo not drawn)	-1	6	7	8	-12	6	-10	-4	-10	-7
COc1ccc(/C=C/C(=O)OCC(=O)Nc2cccc(Oc3ccccc3)c2)c(OC)c1	5	8	1	-1	-20	0	2	-28	-51	0
COc1cc(/C=C/C(=O)O)cc(S(=O)(=O)NCc2ccco2)c1OC	-2	-9	0	-7	-3	-8	8	-4	-13	-3
c1cc(CN2CCCCC2)cc(OCCCNc2nc3ccccc3s2)c1	-2	2	-4	-4	1	17	-2	7	5	5
CS(=O)(=O)N(Cc1ccco1)CC(O)Cn1c2ccccc2c2ccccc21 (stereo not drawn)	9.9*	-9	-12	-6	-3	9	-13	8	4	-1
CNC(=O)NNC(=O)c1csc(-c2ccc(C(F)(F)F)cc2Cl)n1	2	1	3	6	7	5	-2	3	-3	9
NC(=O)CCS(=O)(=O)CCN1CCN(S(=O)(=O)c2ccc3c(c2)CCC3)CC1	2	4	-2	-3	-7	-2	-2	1	-7	-3
CCc1cccc2c(SCC(=O)NCC3CCCO3)nc(-c3ccc(F)cc3)nc12 (stereo not drawn)	1	-7	-3	6	-4	6	-10	3	3	3
Cc1[nH]n(-c2c(Cl)cc(Cl)cc2Cl)c(=O)c1C=Nc1ccc(S(=O)(=O)N2CCOCC2)cc1	1	7	-3	6	5	9	-4	-32	8	1

Looked up by structure from above (3):
SMILES	ADAM17 inh	DDE Tn7 FP inh	Tn6 DDE FP	ASAP1 GAP inh	SIAE inh	ADAM10 inh	TDP2 inh	PLCg1 inh	PLCb3 inh	ARFGAP1 inh
CC(C)=CCN1CCN(Cc2cccn2-c2ccccn2)CC1CCO (stereo not drawn)	-4	-1	2	4	10	-9	-17	2	-12	3
Cc1ccc(C(=O)NNC(=O)c2cccc(C)c2)cc1	-3	0	5	9	-7	-7	3	1	0	7
CS(=O)(=O)N(Cc1ccco1)CC(O)Cn1c2ccccc2c2ccccc21 (stereo not drawn)	9.9*	-9	-12	-6	-3	9	-13	8	4	-1

The main list resumes with the four entries that preceded the break.
SMILES	ADAM17 inh	DDE Tn7 FP inh	Tn6 DDE FP	ASAP1 GAP inh	SIAE inh	ADAM10 inh	TDP2 inh	PLCg1 inh	PLCb3 inh	ARFGAP1 inh
CNC(=O)NNC(=O)c1csc(-c2ccc(C(F)(F)F)cc2Cl)n1	2	1	3	6	7	5	-2	3	-3	9
NC(=O)CCS(=O)(=O)CCN1CCN(S(=O)(=O)c2ccc3c(c2)CCC3)CC1	2	4	-2	-3	-7	-2	-2	1	-7	-3
CCc1cccc2c(SCC(=O)NCC3CCCO3)nc(-c3ccc(F)cc3)nc12 (stereo not drawn)	1	-7	-3	6	-4	6	-10	3	3	3
Cc1[nH]n(-c2c(Cl)cc(Cl)cc2Cl)c(=O)c1C=Nc1ccc(S(=O)(=O)N2CCOCC2)cc1	1	7	-3	6	5	9	-4	-32	8	1
CCC(C)C(=O)Nc1nnc(SCC(=O)NC2CCCCC2)s1 (stereo not drawn)	-3	3	-5	-10	1	1	-4	1	-1	-8
CC(C)Cn1nc(C(=O)Nc2cccc(S(=O)(=O)N3CCCC3)c2)c2ccccc2c1=O	-3	3	0	-1	-14	-11	-2	-4	-5	-11
COc1ccc(NC(=O)C2CC(c3c(F)cccc3Cl)=NO2)cc1OC (stereo not drawn)	-3	-7	1	0	-1	-4	3	3	-5	10
COCCNC(=O)Cn1cc2c(n1)CCCCC2	-1	0	7	0	3	-8	-4	0	-1	1
COc1ccc(NC(=O)CC(C)C)c(OC)c1	-4	2	-6	-17	8	-2	7	-2	-4	0
O=C(COc1ccc(-c2nnco2)cc1)NC1CCCc2ccccc21 (stereo not drawn)	-9	2	-16	5	-6	4	-3	-1	-5	9
CCCCCCn1cc(C(=O)OCC)c(=O)c2cc(F)c(F)cc21	-1	-5	5	1	12	-2	9	2	-7	18
CC(C)N(Cc1ccccc1)C(=O)CN1C(=O)COc2ccc(S(=O)(=O)N3CCCCCC3)cc21	-6	-8	-7	2	3	-5	8	1	-8	3
COc1ccccc1C1=NOC(Cn2c(NCCOCCO)nc3c2c(=O)n(C)c(=O)n3C)C1 (stereo not drawn)	-1	-9	6	13	-2	-1	-7	-2	-33	12
O=C(Nc1ccc2c(c1)OCCO2)C1CC1c1ccccc1 (stereo not drawn)	2	1	1	-4	1	4	-5	-2	3	-5
O=C1CC(c2ccco2)CC(O)=C1C=NCC1CCNCC1 (stereo not drawn)	0	1	-2	10	6	-2	2	-2	-1	0
CC(C)CN(C(=O)COC(=O)c1cc(=O)[nH]c2ccccc12)c1c(N)n(Cc2ccccc2)c(=O)[nH]c1=O	-35	5	4	-7	-13	-119	-7	-110	-123	2
CCCCn1nnnc1C(C1CC1)N1CCN(C/C=C/c2ccccc2)CC1 (stereo not drawn)	5	-1	8	-2	-1	-18	-6	-1	3	7
Fc1ccc(-c2csc(N3CCOCC3)n2)cc1	-3	4	-1	-4	3	-3	2	3	-5	0
COc1ccc(S(=O)(=O)N2CCC(C(=O)NCCC(=O)Nc3cccc(OC)c3)CC2)cc1	-4	1	5	-5	-9	-4	-1	-1	2	-12
O=C(O)c1ccc(C=NN=Cc2ccco2)cc1	-11	4	-1	-3	6	-19	-14	1	-2	3
Nc1ccccc1-c1ccccc1N	-4	5	4	2	-2	-3	0	-1	1	-4
COc1ccccc1C(=O)NCCC(=O)N1CCN(c2ccc(C(F)(F)F)cn2)CC1	-2	-4	-8	4	5	-12	-2	-8	-6	2
CCN1CCN(c2cc(C)c3cc(NC(=O)c4cccs4)ccc3n2)CC1	-5	-5	3	15	4	4	3	-3	-9	20
Cc1cc(=O)oc(C)c1C(=O)Nc1ccccc1F	-3	5	-7	19	-2	-13	-13	0	0	3
CN(C)c1ccnc2c[cH-]cc12.[Fe].c1ccc(-[c-]2[c-](-c3ccccc3)[c-](-c3ccccc3)[c-](-c3ccccc3)[c-]2-c2ccccc2)cc1 (stereo not drawn)	-2&-1	-1&-7	3&3	-5&3	9&10	7&3	-2&5	3&2	-2&0	6&-2
O=C(COC(=O)c1ccc2c(c1)OCO2)Nc1ccccc1	-1	4	2	6	-5	-4	-4	4	-4	2
COc1ccc(NC(=O)CSc2nc3ccccc3c(=O)n2CCCN2CCCCC2)c(OC)c1	0	1	-9	10	7	6	1	-3	5	-4
COc1ccc(/C=C(/NC(=O)c2ccco2)C(=O)N2CCCC2=O)cc1	-2	-1	-7	8	0	12	-3	2	2	0
O=C(OCc1ccc(Cl)c(Cl)c1)c1cccnc1Cl	2	-7	-9	12	0	6	7	2	-5	-14
CN(C)CCNC(=O)c1c(CSc2ccc(Cl)cc2)noc1C(=O)NCc1ccccc1	-3	0	-1	-10	-2	8	11	0	0	9
COc1cccc(C2CC(c3ccccc3C)n3nc(N)nc3N2)c1 (stereo not drawn)	-3	1	-1	6	6	-11	-2	1	-1	1

Filtered by structure: the entries above with a nitro group on carbon
SMILES	ADAM17 inh	DDE Tn7 FP inh	Tn6 DDE FP	ASAP1 GAP inh	SIAE inh	ADAM10 inh	TDP2 inh	PLCg1 inh	PLCb3 inh	ARFGAP1 inh
CCCn1c(N)c(Sc2ccccc2[N+](=O)[O-])c(=O)n(CCC)c1=O	-2	3	-1	-6	-7	7	-8	1	-4	12
O=C(Nc1ccccc1)c1sccc1Oc1ccc([N+](=O)[O-])cc1F	3	-11	-3	0	1	7	-8	1	1	0
